# C-LANA FP: inhibitors of KSHV LANA C-terminal domain DNA binding | MBP-C-LANA/FAM-LBS DNA binding, fluorescence polarization | inhibition, % at 9 µM | actives 0.078% (n = 340,000) | AID 504423;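 active = highest replicate inhibition at or above 60% at 9 µM, even if other replicates fall short; inactive = all replicates below 60% inhibition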;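 note: 0% = neutral control wells and 100% = 4 µM acridine orange control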
# DSG3 Ab inh: inhibitors of pemphigus antibody binding to human desmoglein-3. P32926. DSG3-coupled beads, scFv-anti-DSG3-GFP binding, flow cytometry; active compounds read low. binding (percent of control), % at 10 µM. actives 0.48% (n = 310,000). AID 588358;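 active = binding more than 3 SD below its plate's average and above zero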;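 note: hits lower antibody fragment binding to DSG3; some compounds called inactive have numbers as strong as hits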
# V-ATPase pH: yeast V-ATPase proton transport regulation by pHLuorin | AID 504577 | response, % at 10 µM | S. cerevisiae, pHLuorin cytosolic pH fluorescence | actives 0.37% (n = 350,000); in the data active = response mostly above about 7.3%, no sharp cut-off; inactive = mostly below about 5.4%; note: actives read high; inactives centre near 0; some compounds called inactive have numbers as strong as hits; reference of the scale not given here
# MOR-DOR inv ag: inverse agonists of human mu-delta opioid receptor heterodimerization; cell-based MOR-DOR heterodimer luminescence, inverse agonism; inhibition, % at 9.3 µM; actives 0.21% (n = 340,000); P35372+P41143; in the data active = inhibition above about 22%, passing the limit was not always enough;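 note: 0% = cells with DMSO and 100% = wells without cells with DMSO; values of inactives mirror those of a sister screen read the other way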
# Target sequence (P35372 whole entry, looked up): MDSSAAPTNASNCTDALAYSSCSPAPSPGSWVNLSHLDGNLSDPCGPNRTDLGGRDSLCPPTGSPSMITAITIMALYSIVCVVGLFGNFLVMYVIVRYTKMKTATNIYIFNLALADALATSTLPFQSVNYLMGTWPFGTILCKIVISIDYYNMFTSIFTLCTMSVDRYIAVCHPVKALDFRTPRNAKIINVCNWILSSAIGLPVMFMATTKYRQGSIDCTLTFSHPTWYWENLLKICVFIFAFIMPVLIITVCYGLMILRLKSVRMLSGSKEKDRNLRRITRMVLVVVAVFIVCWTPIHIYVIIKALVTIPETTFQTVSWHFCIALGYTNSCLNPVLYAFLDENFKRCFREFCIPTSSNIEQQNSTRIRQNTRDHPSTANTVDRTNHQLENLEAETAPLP
# Target sequence (P41143 whole entry, looked up): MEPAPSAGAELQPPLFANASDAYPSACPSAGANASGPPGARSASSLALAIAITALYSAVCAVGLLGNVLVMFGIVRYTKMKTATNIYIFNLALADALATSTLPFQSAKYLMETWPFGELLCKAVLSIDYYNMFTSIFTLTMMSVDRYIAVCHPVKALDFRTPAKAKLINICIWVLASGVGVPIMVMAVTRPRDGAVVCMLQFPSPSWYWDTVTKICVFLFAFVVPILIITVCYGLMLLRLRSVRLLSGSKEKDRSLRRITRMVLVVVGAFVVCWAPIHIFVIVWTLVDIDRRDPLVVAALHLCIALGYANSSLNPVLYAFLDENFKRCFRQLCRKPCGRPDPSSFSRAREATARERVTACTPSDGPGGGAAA
# RTF Ca sens inh: cardiac RTF calcium desensitization | IANBD-labeled cardiac RTF, Ca2+ fluorescence | inhibition, % at 7.15 µM | actives 0.12% (n = 340,000) | AID 493244;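 active = inhibition above the mean inhibition of all tested compounds plus 3 SD, cut at about 17% in these data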;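 note: assay run at fixed EC70 calcium of 1.6 mM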
# Arrestin-AP2 inh: inhibitors of human beta-arrestin and AP2 interaction. FITC-arrestin peptide / GST-AP2 beads, flow cytometry; AP2 beta2 appendage carries R879A mutation. actives 0.31% (n = 340,000). inhibition, % at 10 µM;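 active = inhibition above a set limit, near 3 SD of compounds lacking own fluorescence, cut at about 54% in these data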;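 note: plate controls were DMSO wells for no effect and 5 µM unlabelled arrestin peptide for full effect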
#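 System: GST-AP2 R879A glutathione beads; medium: PBS, Tween 20 0.05%, BSA 0.1%; reagent: fluorescein-tagged arrestin peptide at 50 nM final; schedule: pre-incubation 12 min, peptide binding 1 h, room temperature; detection: flow cytometry, FL1 (488/535 nm); read-out: inhibition as reduced fluorescein signal on beads, percent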
# Keap1-Nrf2 PPI: disrupts human Keap1 binding to Nrf2 peptide; Q14145; Keap1 Kelch-Nrf2 peptide fluorescence polarization, 1536-well; inhibition, % at 9.4 µM; actives 0.15% (n = 340,000); AID 504523; in the data active = inhibition above about 12%;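 note: human Keap1 Kelch domain with fluorescein labeled Nrf2 9mer peptide probe; 0% = neutral control wells and 100% = peptide positive control; higher means more block of Keap1 binding to Nrf2 peptide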
# MOR-DOR ag: OPRM1-OPRD1 heterodimerization agonism | activation, % at 9.3 µM | AID 504326 | cells, luminescence | actives 0.3% (n = 340,000); in the data active = activation above about 18%;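 note: 0% = vehicle-treated cells and 100% = reference agonist; values of inactives mirror those of a sister screen read the other way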
# RTF Ca sens act: cardiac RTF calcium sensitization | activation, % at 7.2 µM | IANBD-labeled TnC RTF fluorescence at EC20 calcium; 0% EC20 calcium, 100% full calcium | actives 0.24% (n = 340,000);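 active = activation above the mean over all tested compounds plus 3 SD, cut at about 30% in these data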;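 note: rise in fluorescence read as greater calcium sensitivity of cardiac thin filaments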
# Wnt act: Wnt/beta-catenin pathway activation. Wnt/beta-catenin reporter cell assay, activator, plate reader. actives 1.2% (n = 300,000). AID 743398. activation, % at 9.35 µM; in the data active = activation above about 30%, passing the limit was not always enough;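 note: 0% = neutral control wells and 100% = positive control wells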
# The depositor's hits bear a star; . = no result given.
SMILES,C-LANA FP,DSG3 Ab inh,V-ATPase pH,MOR-DOR inv ag,RTF Ca sens inh,Arrestin-AP2 inh,Keap1-Nrf2 PPI,MOR-DOR ag,RTF Ca sens act,Wnt act
O=C1NC(=Nc2ccccc2)SC1(CO)CO,-3.2,106.2,-3.6,14.3,5.3,33.1,-1.7,-3.1,-9.2,2.6
Cc1nn(C(C)C(=O)N2CCOCC2)c(C)c1[N+](=O)[O-] (centres undefined),1.2,99.3,-0.6,0.4,-2.4,-5.7,-4.5,-0.1,6.0,.
COc1ccc(C2/C(=C(/O)c3ccc(OC(C)C)cc3)C(=O)C(=O)N2CCCN2CCOCC2)cc1 (centres undefined),-0.1,105.0,1.7,7.1,0.3,-4.6,-4.4,-1.2,7.2,-0.5
Cc1c(NC(=O)CSc2nnc(N)s2)c(=O)n(-c2ccccc2)n1C,-0.8,107.3,-0.5,16.2,-9.8,-11.0,-5.0,-3.1,0.9,-7.9
CCOc1ccc(OCc2ccc(C(=O)NN=Cc3ccc[nH]3)cc2)cc1,0.9,102.5,2.0,-6.7,-0.7,1.6,-0.4,1.7,-3.4,-23.7
CCC(C(=O)OC)(C(=O)OC)c1ccc([N+](=O)[O-])cc1,0.3,117.0,-5.3,9.2,-8.0,51.2,1.8,-1.9,8.9,1.2
O=C(Cn1cc(C(=O)c2ccco2)c2ccccc21)Nc1ccccc1,-0.3,102.5,-5.3,16.3,4.1,25.6,-0.9,-3.0,-3.5,.
COc1ccc(C(=O)C2CCN(C(=O)c3ccco3)CC2)cc1,0.0,93.9,7.7,10.0,-1.1,7.5,-3.8,-1.8,2.6,.
CCOc1ccc(NC(=O)c2nnn(CC(=O)Nc3ccccc3OCC)c2N)cc1,-1.1,84.5,7.1,-3.8,-9.7,5.0,-7.7,0.6,4.1,1.4
CCN(CC)C(=O)C(=O)Nc1ccc(Oc2ccccc2)cc1,-2.5,96.5,0.9,5.0,-6.8,2.0,-2.3,-1.0,-3.1,1.0
COc1cc2[nH]c(=S)nc(NC3CCCCCC3)c2cc1OC,-4.7,94.2,-1.2,20.0,2.2,-3.2,-5.0,-4.3,-3.5,1.2
CC(=O)Nc1c2c(nn1-c1ccc(Cl)cc1)CSC2,0.9,104.7,0.5,21.9,1.1,29.3,0.3,-4.2,-2.8,0.0
CCc1ccc(-c2nc(SCC(=O)N(CCOC)c3c(N)n(Cc4ccccc4)c(=O)[nH]c3=O)n[nH]2)cc1,-2.3,.,2.7,2.5,-0.9,5.0,-4.5,-0.5,-2.4,-0.4
Cc1nc(C(=O)NC2CCOCC2)sc1C1(C)CC(c2ccccc2)=NO1 (centres undefined),-0.5,105.0,0.1,5.0,-6.9,19.9,2.1,-0.8,-0.4,-1.2
Cc1cc(C)cc(NC(=S)N(Cc2ccc(Cl)cc2)Cc2ccc(C(=O)O)cc2)c1,0.8,103.0,1.2,13.2,-12.0,-6.3,-2.6,-2.5,5.0,-1.0
O=S(=O)(Cc1ccccc1)Nc1ccc(Br)cn1,0.4,103.6,-3.3,2.5,-5.8,12.7,-3.3,-0.4,13.2,-8.5
N#CC(C(=O)Nc1ccccc1)=C1Nc2ccccc2N1,2.1,.,1.1,2.4,-14.7,4.2,-3.7,-0.4,5.5,.
CC(=O)c1cccc(OCc2cc(C(=O)N3C[C@H]4CC[C@H]3C4)no2)c1,-0.6,104.1,-1.5,10.5,4.1,1.7,-3.9,-2.0,-5.2,1.0
CC(=O)Nc1ccc(S(=O)(=O)NCCC(=O)NCc2ccncc2)cc1,-0.9,101.7,-3.3,15.7,2.2,-10.2,-4.1,-3.2,4.9,-1.8
CC1(C)CC(=O)N(c2cccc(C(F)(F)F)c2)C(=O)C1,-0.4,82.8,2.9,3.5,-8.5,32.7,-1.2,-0.8,-4.4,-1.5

# Sorted by count of non-hydrogen atoms (highest first): part of the list above.
SMILES,C-LANA FP,DSG3 Ab inh,V-ATPase pH,MOR-DOR inv ag,RTF Ca sens inh,Arrestin-AP2 inh,Keap1-Nrf2 PPI,MOR-DOR ag,RTF Ca sens act,Wnt act
CCOc1ccc(OCc2ccc(C(=O)NN=Cc3ccc[nH]3)cc2)cc1,0.9,102.5,2.0,-6.7,-0.7,1.6,-0.4,1.7,-3.4,-23.7
CC(=O)Nc1ccc(S(=O)(=O)NCCC(=O)NCc2ccncc2)cc1,-0.9,101.7,-3.3,15.7,2.2,-10.2,-4.1,-3.2,4.9,-1.8
COc1ccc(C(=O)C2CCN(C(=O)c3ccco3)CC2)cc1,0.0,93.9,7.7,10.0,-1.1,7.5,-3.8,-1.8,2.6,.

# New compounds follow
SMILES,C-LANA FP,DSG3 Ab inh,V-ATPase pH,MOR-DOR inv ag,RTF Ca sens inh,Arrestin-AP2 inh,Keap1-Nrf2 PPI,MOR-DOR ag,RTF Ca sens act,Wnt act
CC(=O)N(C1=C(N2CCOCC2)C(=O)c2ccccc2C1=O)c1ccc(C(=O)O)cc1,0.4,103.3,5.7,-52.1,-17.4,-1.0,-3.6,9.8,-0.9,3.7
CCOc1ccc(-c2c(C#N)c(N)nc3c2c(=O)n(C)c(=O)n3C)cc1OC,-0.6,101.5,1.1,15.0,0.5,4.9,-4.9,-2.8,0.8,.
NC(=O)C1(Nc2ccc(-c3ccccc3)cc2)CCCC1,-0.7,.,1.8,15.4,-12.2,-6.7,-1.0,-3.1,1.0,0.3
Cn1c(=O)c2c(nc(N3CCCC3)n2CC(O)CO)n(C)c1=O (centres undefined),-1.3,80.3,0.3,14.2,-8.9,-5.9,-2.9,-2.6,-5.4,0.7
CCCS(=O)(=O)N1CCc2ccc(NC(=O)C3CCCO3)cc2C1 (centres undefined),-0.3,103.2,5.0,-0.1,2.6,0.4,-2.0,0.0,1.2,3.2
CCSc1ccc([C@@H]2[C@H]3C(=O)N(CC)C(=O)[C@H]3[C@]3(C(=O)OC)CCCCN23)cc1,-5.8,211.9,1.2,6.5,-6.3,2.6,-32.6,-1.2,3.0,-4.4
CCOCCCNC(=O)c1c(C)c(C(=O)OCC)n(C)c1C,0.6,95.4,0.5,3.7,-4.8,-4.3,-1.2,-0.7,-3.7,.
OC(c1cccnc1)c1cccs1 (centres undefined),1.1,103.2,-3.7,9.7,-5.4,8.9,0.3,-1.7,5.0,.
CC(C)CCn1c(N2CCCC2)nc2c1c(=O)[nH]c(=O)n2C,1.4,97.4,-1.0,16.2,-8.7,0.1,-1.9,-3.4,1.4,-1.4
COc1cccc(NC(=S)N2CCN(S(=O)(=O)c3ccccc3)CC2)c1,-1.9,103.7,0.3,-8.5,-2.3,-1.2,3.5,2.1,-0.6,0.4
COc1cc(OC)nc(Oc2cccc(C(F)(F)F)c2)n1,-0.2,99.5,4.5,2.3,-2.6,29.2,-0.1,-0.5,-1.1,-3.0
CCOC(=O)C1=C(C)N(C)C(=O)NC1c1cc2c(cc1[N+](=O)[O-])OCO2 (centres undefined),0.9,92.5,-2.3,1.4,-5.6,9.7,-1.5,-0.3,0.7,-0.4
O=C(Nc1ccc(Cl)cn1)C1CCCN1S(=O)(=O)c1cccc2ccccc12 (centres undefined),0.0,95.2,-4.7,0.6,2.6,28.2,1.5,-0.1,-4.9,.
Cc1cc(N2C(=O)C(O)=C(C(=O)c3ccco3)C2c2cccc(O)c2)no1 (centres undefined),0.8,.,3.3,10.3,-2.1,8.7,1.6,-2.0,-2.1,0.7
O=C(/C=C/c1ccccc1)NCc1ccco1,0.8,94.8,-1.5,10.2,6.6,-15.5,-2.5,-2.0,1.1,2.9
COC(=O)C1=C(C(=O)OC)[C@@H]2N(C)c3ccccc3[C@@]23C[C@@H](C(=O)OC)N(C(C)=O)C3=N1,0.9,100.3,-2.8,19.5,-13.7,2.0,-1.5,-3.5,2.5,-4.9
CSc1cccc(CNC(=O)C2CCC(=O)N(Cc3cccc(C(F)(F)F)c3)C2)c1 (centres undefined),-2.4,104.5,0.5,9.6,2.0,-9.8,-2.8,-1.8,-8.2,22.3
CCOC(=O)N1CCN(C(=O)c2cn(C)c3ccc(S(=O)(=O)N(C)C4CCCCC4)cc3c2=O)CC1,0.5,96.0,0.5,12.7,-1.7,-9.2,-3.9,-2.4,-1.4,-1.4
CC(=O)Nc1ccc(S(=O)(=O)N2CCN(C(=O)N3CCCCCC3)CC2)cc1,1.3,106.7,4.1,19.7,-4.8,6.3,-1.7,-4.7,-4.2,-3.2
CCCCCc1c(O)nc(SCC(=O)NCC2CCCO2)[nH]c1=O (centres undefined),-1.0,120.4,1.0,5.9,2.1,-7.2,-4.5,-1.4,-3.9,.

# Pulled by compound from the entries so far:
SMILES,C-LANA FP,DSG3 Ab inh,V-ATPase pH,MOR-DOR inv ag,RTF Ca sens inh,Arrestin-AP2 inh,Keap1-Nrf2 PPI,MOR-DOR ag,RTF Ca sens act,Wnt act
O=C(/C=C/c1ccccc1)NCc1ccco1,0.8,94.8,-1.5,10.2,6.6,-15.5,-2.5,-2.0,1.1,2.9
CC(=O)Nc1ccc(S(=O)(=O)N2CCN(C(=O)N3CCCCCC3)CC2)cc1,1.3,106.7,4.1,19.7,-4.8,6.3,-1.7,-4.7,-4.2,-3.2
CCOc1ccc(-c2c(C#N)c(N)nc3c2c(=O)n(C)c(=O)n3C)cc1OC,-0.6,101.5,1.1,15.0,0.5,4.9,-4.9,-2.8,0.8,.
COc1cc(OC)nc(Oc2cccc(C(F)(F)F)c2)n1,-0.2,99.5,4.5,2.3,-2.6,29.2,-0.1,-0.5,-1.1,-3.0
NC(=O)C1(Nc2ccc(-c3ccccc3)cc2)CCCC1,-0.7,.,1.8,15.4,-12.2,-6.7,-1.0,-3.1,1.0,0.3

# Remaining list, next part:
SMILES,C-LANA FP,DSG3 Ab inh,V-ATPase pH,MOR-DOR inv ag,RTF Ca sens inh,Arrestin-AP2 inh,Keap1-Nrf2 PPI,MOR-DOR ag,RTF Ca sens act,Wnt act
O=C(CC1CCCC1)Nc1ccc(Br)cc1,-2.2,121.1,1.6,-10.7,-16.4,0.3,2.5,1.3,-3.0,18.1
COc1cccc(/C=N/Nc2nc3ccccc3[nH]2)c1OC,0.2,116.3,2.1,6.0,-1.2,7.0,6.6,-1.2,-4.7,24.2
CCOC(=O)c1c(C)nc(C)c(C(=O)OCC)c1-c1ccc(Br)cc1,-0.9,98.0,-3.7,-33.8,5.8,29.1,1.0,5.0,4.7,-2.5
COc1cccc(CNC(=O)c2ccccc2NC(=O)C2=C(C)OCCS2)c1,-1.1,98.2,-0.3,4.7,-1.4,22.2,4.9,-0.9,-6.6,-2.8
O=C(Nc1ccccc1)c1ccccc1C(=O)N1CCCCC1,1.8,98.6,-1.8,15.6,6.9,4.8,-0.7,-3.0,-7.4,0.3

# Screens deposited in PubChem by several laboratories.
